UPR XBP1 act: activators of adaptive XBP1 UPR arm, primary screen, cell-based, CHO-XBP1 luciferase reporter, luminescence, uHTS. 330,000 compounds, 0.33% hits. activation, % at 20 µM. IRE1-XBP1 UPR activation; percent of tunicamycin response, DMSO as zero;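 active means versus positive control, 20 µM dose yields 30% or more activation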;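 further: 100% = tunicamycin at 10 µg/mL and 0% = DMSO only wells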
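Material: CHO-XBP1 cells stably carrying IRE1-XBP1-driven luciferase reporter | Medium: F12 with 10% serum | Compound dosing: 20 µM single concentration, DMSO 1% | Incubation: Overnight seeding at 37 °C, 6 h compound treatment at 37 °C | Detection: Steady-Glo luminescence read | Read-out basis: % activation of reporter signal versus tunicamycin and DMSO controls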
697 NFkB inh: inhibitors of PMA/ionomycin-induced NF-kB reporter, 697 cells, primary screen, B-cell NF-kB inhibitor project, cell-based, luminescence, uHTS; inhibition, % at 4 µM; 697 B-cell NF-kB luciferase reporter, 16 h; 330,000 compounds, 0.33% hits; in the data active means inhibition above about 35%
Mdm2-MdmX inh: inhibitors of human Mdm2-MdmX association, primary screen, cell-based, luminescence, split luciferase, SaOS-2, uHTS; 330,000 compounds, 3% hits; SaOS-2 split-luciferase Mdm2/MdmX complementation; inhibition, % at 8 µM; Protein Mdm4 (Homo sapiens) + E3 ubiquitin-protein ligase Mdm2 (Homo sapiens), …;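 active means inhibition of at least 50% at 8 µM in the primary screen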
Target sequence (O15151 whole entry, looked up): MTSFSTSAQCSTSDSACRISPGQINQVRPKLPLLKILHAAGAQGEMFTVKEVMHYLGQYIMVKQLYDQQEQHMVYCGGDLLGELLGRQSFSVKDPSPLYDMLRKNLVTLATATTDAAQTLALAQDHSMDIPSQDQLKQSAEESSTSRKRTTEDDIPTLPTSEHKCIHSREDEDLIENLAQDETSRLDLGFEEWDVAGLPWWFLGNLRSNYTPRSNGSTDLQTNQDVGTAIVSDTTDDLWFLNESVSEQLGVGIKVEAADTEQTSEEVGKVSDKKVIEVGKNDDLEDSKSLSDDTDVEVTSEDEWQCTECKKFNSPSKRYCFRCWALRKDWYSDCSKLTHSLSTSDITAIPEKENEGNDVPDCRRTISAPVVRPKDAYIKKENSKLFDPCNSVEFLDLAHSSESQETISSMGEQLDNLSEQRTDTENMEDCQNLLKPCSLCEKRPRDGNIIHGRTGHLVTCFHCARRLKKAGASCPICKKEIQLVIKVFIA
Target sequence (Q00987 whole entry, looked up): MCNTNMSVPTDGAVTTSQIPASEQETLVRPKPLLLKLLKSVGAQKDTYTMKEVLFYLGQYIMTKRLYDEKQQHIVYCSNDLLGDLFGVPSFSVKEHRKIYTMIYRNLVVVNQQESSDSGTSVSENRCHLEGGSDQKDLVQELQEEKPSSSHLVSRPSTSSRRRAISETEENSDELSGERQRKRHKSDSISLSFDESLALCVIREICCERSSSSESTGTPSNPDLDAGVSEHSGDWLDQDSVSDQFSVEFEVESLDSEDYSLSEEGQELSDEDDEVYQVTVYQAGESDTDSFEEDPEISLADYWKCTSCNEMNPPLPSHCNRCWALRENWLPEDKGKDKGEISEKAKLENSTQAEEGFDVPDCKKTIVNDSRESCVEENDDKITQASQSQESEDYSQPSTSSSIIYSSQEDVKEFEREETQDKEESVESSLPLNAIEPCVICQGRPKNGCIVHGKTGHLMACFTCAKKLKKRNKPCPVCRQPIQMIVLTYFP
Jurkat NFkB inh: inhibitors of induced NF-kB luciferase reporter, primary screen, TCR NF-kB activation inhibitor project, cell-based, luminescence, uHTS | 330,000 compounds, 0.53% hits | inhibition, % at 4 µM | Jurkat, PMA/ionomycin-induced NF-kB luciferase reporter | AID 435003, 2010; in the data active means inhibition above about 50%
TIM10 inh: growth inhibitors of isogenic TIM10 control yeast, primary screen, counter-screen for tim10-1 yeast inhibitor project, luminescence, uHTS; S. cerevisiae TIM10 strain growth, BacTiter-Glo luminescence, 24 h; inhibition, % at 10 µM; 330,000 compounds, 1.4% hits; AID 463195, 2010;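 active means inhibition of 40% or more at the single tested concentration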;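 further: wild-type TIM10 isogenic control strain grown at permissive 25 °C; 0% = DMSO yeast wells and 100% = minimal medium wells without yeast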
tim23-1 inh: growth inhibitors of tim23-1 mutant yeast, primary screen, luminescence, uHTS. S. cerevisiae tim23-1 growth, BacTiter-Glo luminescence, 24 h. inhibition, % at 20 µM. 330,000 compounds, 1.3% hits. AID 463212, 2010;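 active means growth inhibition of the mutant yeast at or above 50%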;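 further: temperature-sensitive mutant grown at 25 °C; plate controls were DMSO-treated mutant yeast for no effect and medium wells lacking yeast for full effect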
UPR CHOP act: activators of apoptotic CHOP UPR arm, primary screen, cell-based, CHO-CHOP luciferase reporter, luminescence, uHTS; UPR activation; percent of tunicamycin response over DMSO baseline; activation, % at 10 µM; 330,000 compounds, 0.34% hits;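 active means at 10 µM dose, activation of 40% or more, normalized to positive control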;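 further: 100% = tunicamycin at 10 µg/mL and 0% = DMSO alone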
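Test system: CHO-CHOP cells, stable luciferase reporter of PERK-eIF2a-CHOP signalling | Quantity: 500 CHO-CHOP cells per well | Buffer or medium: F12 plus 10% serum | Compound dosing: 10 µM single point, 0.5% DMSO | Schedule: 6 h compound treatment, 37 °C | Signal: Luciferase luminescence | Control set: Tunicamycin high control, DMSO low control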
tim10-1 inh: growth inhibitors of tim10-1 mutant yeast, primary screen, luminescence, uHTS. 330,000 compounds, 2.2% hits. AID 463190, 2010. inhibition, % at 20 µM. S. cerevisiae tim10-1 ts strain growth, BacTiter-Glo, 24 h;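 active means inhibition of at least 40%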;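 further: mutant grown at 25 °C; 0% = DMSO wells with yeast and 100% = wells holding no yeast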
* = called active by the depositor.

Start of the data: the first three records, ahead of the listing:
SMILES	UPR XBP1 act	697 NFkB inh	Mdm2-MdmX inh	Jurkat NFkB inh	TIM10 inh	tim23-1 inh	UPR CHOP act	tim10-1 inh
Cc1ccn2cc(-c3ccc(Br)cc3)nc2c1	-3.9	-341.2	-72.8	-148.7	-21.2	11.0	-5.1	-13.9
COc1cc(OC)c2c(-c3ccccc3)cc(=O)oc2c1C(CC(=O)N1CCOCC1)c1ccc(N(C)C)cc1 (stereo not drawn)	10.1	26.6	-0.2	25.3	4.2	6.8	-0.5	9.2
O=C(Nc1nnc(-c2ccco2)o1)c1cccc(Cl)c1	0.3	16.0	28.1	9.4	-2.3	-39.3	0.5	22.9

The list itself, from the start:
SMILES	UPR XBP1 act	697 NFkB inh	Mdm2-MdmX inh	Jurkat NFkB inh	TIM10 inh	tim23-1 inh	UPR CHOP act	tim10-1 inh
Cc1ccn2cc(-c3ccc(Br)cc3)nc2c1	-3.9	-341.2	-72.8	-148.7	-21.2	11.0	-5.1	-13.9
COc1cc(OC)c2c(-c3ccccc3)cc(=O)oc2c1C(CC(=O)N1CCOCC1)c1ccc(N(C)C)cc1 (stereo not drawn)	10.1	26.6	-0.2	25.3	4.2	6.8	-0.5	9.2
O=C(Nc1nnc(-c2ccco2)o1)c1cccc(Cl)c1	0.3	16.0	28.1	9.4	-2.3	-39.3	0.5	22.9
COc1ccccc1CC(=O)Nc1ccc(NC(=O)c2cccs2)cc1	-3.3	-54.6	16.0	-2.5	3.1	6.0	6.8	-15.0
COc1cc(NS(=O)(=O)c2ccc(F)cc2)c(OC)cc1NC(C)=O	-6.8	14.5	6.4	-10.9	6.8	2.6	-1.6	-0.2
COC(=O)c1ccc2c(=O)n(CCN3CCOCC3)c(SCC(=O)Nc3ccccc3Cl)nc2c1	0.2	-8.1	4.3	12.6	31.0	35.4	-1.9	29.4
O=S(=O)(NCCc1csc(-c2ccccc2)n1)c1ccc2c(c1)OCCO2	-1.0	1.6	3.8	-16.7	16.5	37.0	-2.7	34.3
Cc1cc(C)nc(Nc2nc(=O)c3ccccc3s2)n1	7.2	5.6	12.9	-34.1	24.5	31.9	6.8	11.9
CCN1CCN(CCNC(=O)c2cn(C(C)c3ccccc3F)nn2)CC1 (stereo not drawn)	-2.5	2.1	9.2	-15.9	1.7	-1.2	-1.3	12.6
Cc1ccc(-c2noc(CN(C(=O)CCCN3C(=O)c4ccccc4C3=O)C(C)C)n2)cc1	0.7	-30.3	13.7	4.5	24.7	35.0	-1.6	19.2
COc1cc(C(=O)N2CCNCC2)cc(OC)c1OC	-1.0	-21.7	-23.6	8.5	4.5	5.5	0.4	-5.6
COCCOC(=O)C1=C(C)NC(C)=C(C(=O)OCCOC)C1/C=C/c1ccccc1OC	-0.7	9.1	1.5	-3.1	11.8	14.5	0.9	5.5
C#CCOc1ccccc1C(N)=O	0.0	17.8	17.8	-3.7	0.7	-6.8	-0.2	-6.6
CC(O)(C#CCN1CCCC1)c1ccccc1 (stereo not drawn)	-0.9	-23.4	-12.0	-18.2	2.7	13.3	-3.1	25.9
COc1cc(/C=C/C(=O)O)cc(S(=O)(=O)Nc2ccccc2C(=O)NCCc2ccccc2)c1OC	2.5	-18.1	-15.6	-22.1	3.0	9.9	1.7	15.7
CSc1ccc(-c2sc(Nc3ccccc3)n[n+]2-c2ccc(F)cc2)cc1	0.2	12.4	25.2	-5.4	-17.2	5.7	3.7	0.8
O=C(NC1CCSc2ccccc21)c1cc(S(=O)(=O)N2CCOCC2)ccc1Cl (stereo not drawn)	-3.0	20.3	-0.7	5.1	10.6	5.9	-0.6	19.6
Cc1cc2nnc(SCC(=O)N3CCN(c4ccccc4)CC3)n2c(N)n1	-1.9	-17.8	5.4	1.0	-1.8	-6.1	-0.9	6.6
Cc1cccc(-n2nnnc2SCC(=O)NCC2(N3CCOCC3)CCCCC2)c1C	1.6	5.9	23.5	-1.6	4.6	24.7	-1.4	19.6
COc1ccc(-c2noc(CNS(=O)(=O)c3ccccc3)n2)cc1	-4.5	2.9	-12.1	-3.8	-8.2	16.7	-2.3	7.3
Cn1c(C(=O)c2ccncc2)cc2ccccc21	-2.5	-13.3	-7.7	-13.8	12.0	8.7	-0.2	19.3
CCCCN(C(=O)Cn1nnc2ccccc21)C(C(=O)NCCOC)c1ccc(OC)cc1 (stereo not drawn)	-1.3	23.9	11.2	0.2	6.3	10.5	0.5	8.0
CCc1nc2ccc(C(=O)NCCc3ccccc3OC)cc2nc1CC	2.0	1.1	7.8	20.9	-11.1	42.7	1.7	36.8
CC(C)C1N(C(=O)CN2CCCC2)CCN1S(=O)(=O)c1ccccc1 (stereo not drawn)	-3.0	6.7	8.8	6.4	5.1	12.2	-1.4	10.9
CCOC(=O)N1CCC2(CC1)CC(=O)c1c(ccc3oc(C(=O)O)c(C)c13)O2	-0.5	23.3	2.4	-4.2	12.1	14.2	-2.7	11.4
Cc1ccc(S(=O)(=O)N2CCOCC2)c(C)c1-n1cnnn1	-1.1	9.0	14.8	3.6	10.5	10.6	-2.0	6.4
O=C1CC(C(=O)Nc2nccs2)C(c2ccccc2)O1 (stereo not drawn)	-0.6	18.6	21.6	-9.1	1.8	4.8	0.3	-1.4
Cc1ccc(CNC(=O)C(=O)NCC2OCCN2S(=O)(=O)c2ccc(C)cc2)cc1 (stereo not drawn)	-3.4	-15.6	-5.3	1.6	-0.9	-11.9	-0.3	8.3
COc1ccc(N(CC(=O)Nc2cccc(N(C)S(C)(=O)=O)c2)S(C)(=O)=O)cc1OC	0.5	-0.4	24.3	-8.6	-3.9	-4.1	-2.7	-17.8
O=C(O)Cn1nnc(COc2ccccc2)n1	4.1	8.8	-28.9	-12.9	-8.0	20.5	1.7	11.0

Full records from above.
Shown for O=S(=O)(NCCc1csc(-c2ccccc2)n1)c1ccc2c(c1)OCCO2 = UPR XBP1 act = -1.0; 697 NFkB inh = 1.6; Mdm2-MdmX inh = 3.8; Jurkat NFkB inh = -16.7; TIM10 inh = 16.5; tim23-1 inh = 37.0; UPR CHOP act = -2.7; tim10-1 inh = 34.3
Shown for CCc1nc2ccc(C(=O)NCCc3ccccc3OC)cc2nc1CC = UPR XBP1 act = 2.0; 697 NFkB inh = 1.1; Mdm2-MdmX inh = 7.8; Jurkat NFkB inh = 20.9; TIM10 inh = -11.1; tim23-1 inh = 42.7; UPR CHOP act = 1.7; tim10-1 inh = 36.8

(list continues)
SMILES	UPR XBP1 act	697 NFkB inh	Mdm2-MdmX inh	Jurkat NFkB inh	TIM10 inh	tim23-1 inh	UPR CHOP act	tim10-1 inh
CC(C)(C)c1ccc(C(=O)Nc2nnc(C3=COCCO3)o2)cc1	-2.1	-1.3	12.1	7.7	3.0	-1.7	1.7	18.2
COc1ccc(CC(=O)Nc2ccc(-c3ccc4nnc(C)n4n3)cc2)cc1OC	-1.3	26.3	48.4	-2.3	-7.3	11.9	2.0	-8.3
CCCc1cc(C(N)=O)c(NC(=O)C2CCCO2)s1 (stereo not drawn)	-2.1	9.0	-4.2	3.0	1.2	17.3	0.3	7.1
Cc1ccc2c(c1)CCCN2C(=O)c1cccs1	1.1	9.6	-4.4	7.5	-1.8	-1.6	-0.2	25.7
CN(c1ccc(C(=O)N2CCN(Cc3ccc4c(c3)OCO4)CC2)cc1)S(=O)(=O)c1ccccc1	-2.4	-2.4	20.9	33.4	-3.5	21.4	-1.9	7.2
O=C(NCCc1c[nH]c2ccccc12)c1ccco1	0.1	14.3	9.6	7.3	-3.7	-12.6	0.1	-16.0
CCOC(=O)C1CCCN(c2c(NCCc3ccc(Cl)cc3)c(=O)c2=O)C1 (stereo not drawn)	-3.2	20.9	17.0	4.3	-9.9	0.3	1.2	6.3
COc1ccc(-n2c(Cc3cccn3C)nnc2SCC(=O)N2CCC(C)CC2)cc1	0.0	20.8	12.6	-9.7	12.8	3.5	-0.9	2.6
CC1CC2(CCCCC2)Nc2ccc3ccccc3c21 (stereo not drawn)	3.8	3.9	21.0	8.2	-2.1	4.0	-1.9	1.9
O=C1CCC(CCC(=O)N2CCCC(C(=O)c3ccc4c5c(cccc35)CC4)C2)=NN1 (stereo not drawn)	2.2	9.7	17.6	5.8	18.3	6.6	0.1	19.1
CC1(C)C2CCC1(CS(=O)(=O)N1CCC(C(N)=O)CC1)C(=O)C2 (stereo not drawn)	-2.5	-1.8	7.8	-2.7	2.5	-0.8	-1.0	6.2
Cc1cccc(NCc2ccc(N(C)C)cc2)n1	-2.3	-43.2	-29.8	-88.9	2.7	9.9	2.2	13.8
COC(=O)[C@]1(C)N[C@H](CN(C)C(=O)c2ccc(C)cc2)[C@@H]2C(=O)N(C)C(=O)[C@@H]21	0.1	8.9	7.0	-9.0	2.7	9.0	0.4	14.5
CCn1c(=N)c(S(=O)(=O)c2ccc(Cl)cc2)cc2c(=O)n3ccccc3nc21	1.0	9.6	-2.6	7.8	-29.4	10.3	-0.9	1.6
N/C(=N\OC(=O)C1CCCCC1)c1cccc(Br)c1	2.7	-73.7	0.7	-80.9	73.8*	75.3*	4.7	67.5*
COc1cccc(C(C(=O)NC2CCCC2)N(Cc2ccc(C)cc2)C(=O)c2ccco2)c1OC (stereo not drawn)	-4.2	-24.5	-8.8	2.9	16.3	16.5	-1.1	23.8
CC1CCN(c2ccccc2NC(=S)NC(=O)C(C)(C)C)CC1	0.5	-9.6	4.9	15.5	34.6	43.8	-0.9	48.6*
COc1ccc(Nc2cc(C)nc3nc(C)nn23)c(OC)c1	-1.4	10.3	25.9	2.6	1.5	-8.3	-0.3	-13.1
CCOc1ccc(C(=O)O)cc1OC	-1.9	-5.6	17.7	-8.0	8.6	-1.2	0.0	4.3
CCC(=O)NC(=S)NNC(=O)c1ccc(O)cc1	5.7	-36.4	5.7	-8.7	4.5	13.3	-0.3	2.2
CC(C)N(C(=S)Nc1cccnc1)c1ccccc1	-3.1	10.2	14.9	3.5	-12.8	-4.4	-0.5	7.9
Cc1ccc(C2=NCCn3c2c2ccccc2[n+]3[O-])cc1	1.9	-18.2	6.2	-3.1	15.5	7.4	0.4	14.7
CCNC(=O)NC(=O)C(C)OC(=O)c1oc2ccc(OC)cc2c1C (stereo not drawn)	3.1	14.3	3.2	10.9	-6.7	13.1	-1.6	2.2
COc1cc(CCC(=O)OCC(=O)N(CC(C)C)C2CCS(=O)(=O)C2)cc(OC)c1OC (stereo not drawn)	2.1	-39.6	13.5	-32.5	8.0	25.1	0.0	-1.1
S=C(NC1CCCCC1)NN(c1ccccc1)c1ccccc1	3.8	-13.4	-8.2	-2.9	33.0	46.7	0.2	32.9
CC(=O)NC(Cc1cc(C)ccc1C)C(=O)N1CCN(C(=O)c2ccc(Br)cc2)CC1 (stereo not drawn)	-1.1	-13.9	7.2	1.0	15.0	19.3	-0.5	12.0
c1csc(CNCc2ccncc2)c1	-0.8	8.6	6.3	-4.5	3.7	1.9	1.7	7.5
CCCCn1c(N)c(N(CC(C)C)C(=O)c2cccc(S(=O)(=O)N3CCCCC3)c2)c(=O)[nH]c1=O	-1.0	-13.1	10.3	-6.5	-0.6	0.3	-0.9	0.3
CC(C)(C)NC(=O)CN(C(=O)CCC(=O)Nc1nccs1)c1cccc(C(F)(F)F)c1	3.9	1.2	29.2	8.7	-4.4	8.7	-0.9	4.1

Source: PubChem (Sanford-Burnham Center for Chemical Genomics)
